KCNK3 inh: human KCNK3 channel inhibition, primary screen | B-score at 10 µM | O14649 | actives 0.84% (n = 340,000) | CHO-KCNK3 thallium flux, FluxOR fluorescence; hits give low values | AID 602410;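 active = B-score under library mean minus 4 SD, starting fluorescence ratio at most library mean plus 5 SD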;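 also: more negative B-score means stronger inhibition of thallium flux through KCNK3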
Target sequence (O14649 whole entry, looked up): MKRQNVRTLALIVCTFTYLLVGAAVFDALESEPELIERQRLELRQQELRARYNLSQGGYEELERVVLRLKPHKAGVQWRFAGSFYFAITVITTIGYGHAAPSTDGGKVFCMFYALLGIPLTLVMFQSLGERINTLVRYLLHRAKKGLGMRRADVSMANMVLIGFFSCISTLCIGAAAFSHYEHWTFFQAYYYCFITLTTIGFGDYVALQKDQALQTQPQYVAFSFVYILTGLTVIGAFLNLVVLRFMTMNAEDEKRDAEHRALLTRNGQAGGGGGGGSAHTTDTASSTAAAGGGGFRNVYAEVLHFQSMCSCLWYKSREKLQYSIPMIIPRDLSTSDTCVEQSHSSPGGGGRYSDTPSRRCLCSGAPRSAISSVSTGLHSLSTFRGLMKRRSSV
GSK3 alpha inh: inhibitors of human GSK-3 alpha kinase | ADP-Glo luminescence, 60 min | inhibition, % at 10 µM | actives 0.1% (n = 320,000) | AID 2650;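 in the data active = inhibition above about 50%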;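 also: GST-tagged GSK-3 alpha with peptide substrate and 25 µM ATP; 0% = DMSO neutral wells and 100% = GW8510 positive control wells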
Target sequence (P49840 whole entry, looked up): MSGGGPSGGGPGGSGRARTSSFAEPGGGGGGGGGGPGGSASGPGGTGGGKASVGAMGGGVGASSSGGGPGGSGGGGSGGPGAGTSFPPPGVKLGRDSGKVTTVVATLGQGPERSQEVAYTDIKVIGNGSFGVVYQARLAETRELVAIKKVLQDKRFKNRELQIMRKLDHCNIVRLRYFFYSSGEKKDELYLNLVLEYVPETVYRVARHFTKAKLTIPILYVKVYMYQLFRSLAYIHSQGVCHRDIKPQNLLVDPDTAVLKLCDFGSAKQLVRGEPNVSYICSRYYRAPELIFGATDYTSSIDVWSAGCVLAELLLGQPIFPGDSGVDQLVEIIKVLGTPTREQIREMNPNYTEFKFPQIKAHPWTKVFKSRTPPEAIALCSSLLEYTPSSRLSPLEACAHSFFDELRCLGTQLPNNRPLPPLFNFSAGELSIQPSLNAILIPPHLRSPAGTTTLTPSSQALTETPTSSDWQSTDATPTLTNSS
* marks the source's active call; other numbers are inactive results; i = inactive.

GSK3 alpha inh,KCNK3 inh,Structure
-1.5,i,CC1Cc2ccccc2N1C(=O)COC(=O)c1n[nH]c(=O)c2ccccc12 (stereo not given)
0.0,i,Cc1cc(=O)oc2cc(OCC(=O)N3CC(=O)Nc4ccccc43)c(Cl)cc12
24.2,i,CCCn1c(NC(=O)CCNC(=O)c2ccccc2Cl)nc2ccccc21
-1.4,i,CCOc1cc(N2CCOCC2)c(OCC)cc1NC(=O)CN1CCSC1=O
-5.3,i,COc1ccc(C(CNC(=O)COc2ccccc2C)N2CCCCC2)cc1 (stereo not given)
15.0,i,CCCn1c(N)c(C(=O)CN(C)CC(=O)Nc2c(Cl)cccc2Cl)c(=O)[nH]c1=O
8.3,i,COc1cc(C(=O)NNC(=O)CNC(=O)C2CCCCC2)ccc1OC(C)C
-2.3,i,COc1ccccc1CN(C)CC(=O)Nc1cccc(S(=O)(=O)N2CCCC2)c1
-0.3,i,CN(CCOc1ccccc1)S(=O)(=O)c1ccccc1C#N
4.1,i,CCN(CC(=O)NCc1cccs1)C(=O)/C=C/c1ccc(C)cc1
3.6,i,O=C(COC(=O)c1ccc(S(=O)(=O)N2CCOCC2)cc1)Nc1ccccc1F
5.9,i,O=C(Nc1cccc(S(=O)(=O)NC2=NCCC2)c1)c1cc(=O)[nH]c2ccccc12
-0.5,i,COc1ccc(NC(=O)c2ccc(NC(=O)CSc3nc(N)cc(=O)[nH]3)cc2)cc1
-2.7,i,CCc1ccccc1OCC(=O)Nc1cc(S(=O)(=O)N(CC)CC)ccc1N1CCOCC1
-0.2,i,COc1ccc([N+](=O)[O-])cc1NCC(=O)Nc1cc(S(=O)(=O)N2CCCCC2)ccc1C
-2.5,i,CCCn1nc(C(=O)Nc2ccc(N3CCOCC3)cc2)c2ccccc2c1=O
-2.0,i,CC(C)c1ccc(Nc2nnc(SCC(=O)NCC3CCCO3)s2)cc1 (stereo not given)
20.1,i,Cc1noc(C)c1COc1ccccc1C(=O)N1CCN(c2cccc(C(F)(F)F)c2)CC1
-0.7,i,CC(NC(=O)COc1ccccc1)C(=O)N1CCN(c2ccccc2)CC1 (stereo not given)
1.4,i,CSc1ccccc1NC(=O)CN(C)C(=O)C1CC(=O)N(C(C)c2ccccc2)C1 (stereo not given)
-2.3,i,Cc1cc(C)c(C#N)c(SCC(=O)Nc2cc(C)on2)n1
-6.0,i,O=C(N1CCN(S(=O)(=O)c2ccc(Cl)cc2)CC1)n1ccnc1
0.2,i,Cc1csc(=O)n1CC(=O)OCc1nnc(-c2ccc([N+](=O)[O-])cc2)o1
-11.8,i,Cc1cc(Cl)ccc1NC(=O)COC(=O)c1c(C)noc1C
0.0,i,CN1CCN(S(=O)(=O)c2cccc(C(=O)N3CCN(c4ccccc4)CC3)c2)CC1
-2.5,i,O=C(COC(=O)COc1ccccc1)Nc1ccc2c(c1)OCCO2
-3.9,i,O=S(=O)(c1ccc(=S)[nH]c1)N1CCN(Cc2ccccc2)CC1
-1.4,i,CC(C)(C)OC(=O)C[C@@H]1C/C=C\C[C@@H](CC(=O)N[C@H](CO)Cc2ccccc2)C(=O)NC[C@@H](c2ccccc2)OC1=O
0.0,i,COc1ccc(-c2noc(COC(=O)c3ccco3)n2)cc1OC
1.0,i,O=C(COC(=O)/C=C/c1ccccc1[N+](=O)[O-])Nc1ccc2[nH]c(=O)[nH]c2c1
-1.1,i,O=C(COC(=O)C1CCCCC1)NCc1ccc(Cl)cc1
-0.9,i,O=C(Nc1cccc(S(=O)(=O)NC2=NCCC2)c1)c1cn(-c2ccccc2)nc1-c1ccc(F)cc1
6.1,i,CC1CCCCC12NC(=O)N(CC(=O)N1CCN(C(=O)c3ccco3)CC1)C2=O (stereo not given)
-1.1,i,CC1(c2cccc(Br)c2)NC(=O)N(CC(=O)N2CCN(C(=O)c3ccco3)CC2)C1=O (stereo not given)
-1.9,i,COC(=O)[C@]1(C)N[C@H](CN(C)S(=O)(=O)c2ccc(OC)cc2)[C@@H]2C(=O)N(C)C(=O)[C@@H]21
-2.6,i,CCN(CC)C(=O)c1nc[nH]c1C(=O)N1CCN(c2ccccc2)CC1
-1.1,i,COc1ccc(C(CNC(=O)CN(C)S(=O)(=O)c2ccc(C)cc2)N2CCCC2)cc1 (stereo not given)
3.9,i,O=C(COC(=O)CCc1nc2ccccc2c(=O)[nH]1)Nc1ccccc1OC(F)F
-7.6,i,CCN(CC)S(=O)(=O)c1ccc(/C=C/C(=O)OCC(=O)Nc2cccnc2Cl)cc1
3.4,i,CCOc1ccc(NC(=O)COC(=O)CNC(=O)c2ccc(-c3ccccc3)cc2)cc1
-2.9,i,CS(=O)(=O)c1ccc(Cl)c(NC(=O)COC(=O)c2ccc(S(=O)(=O)N3CCCC3)cc2)c1
-1.4,i,Cc1nc2ccc(NC(=O)CSc3ccccc3)cc2s1
1.4,i,CCN(CC(=O)Nc1ccc(NC(C)=O)cc1)C(=O)c1ccccc1SCC(=O)N1CCCC1
-1.6,i,Cc1ccc(NC(=O)c2ccc3c(c2)C(=O)N(c2ccccc2C)C3=O)nc1
0.8,i,C=CCN(c1ccccc1OC)S(=O)(=O)c1cccc(C(=O)OCC(=O)N2CC(C)OC(C)C2)c1 (stereo not given)
-0.9,i,Cc1cn(-c2cccnc2)c(C)c1CNC[C@H]1O[C@@H](n2cnc3c(N)ncnc32)[C@H](O)[C@@H]1O
-1.5,i,Cc1ccc(CNC(=O)CSc2nc3ccccc3c(=O)n2CC2CCCO2)cc1 (stereo not given)
-0.9,i,COc1ccccc1CNC(=O)COC(=O)Cc1ccc(Br)cc1
-3.1,i,COc1ccc(NC(=O)COC(=O)Cn2cnc3ccccc32)cc1
-3.0,i,CCOc1ccc(NC(=O)COc2ccc3c(c2)CCC3)cc1OC

Record cards, from the list above. Order of values: GSK3 alpha inh, KCNK3 inh
Shown for COC(=O)[C@]1(C)N[C@H](CN(C)S(=O)(=O)c2ccc(OC)cc2)[C@@H]2C(=O)N(C)C(=O)[C@@H]21 : -1.9, i
Shown for CCOc1ccc(NC(=O)COc2ccc3c(c2)CCC3)cc1OC : -3.0, i

Part of the list above in another layout.
CCN(CC)C(=O)c1nc[nH]c1C(=O)N1CCN(c2ccccc2)CC1
  GSK3 alpha inh = -2.6
  KCNK3 inh = i
COc1ccc(C(CNC(=O)CN(C)S(=O)(=O)c2ccc(C)cc2)N2CCCC2)cc1 (stereo not given)
  GSK3 alpha inh = -1.1
  KCNK3 inh = i
O=C(COC(=O)CCc1nc2ccccc2c(=O)[nH]1)Nc1ccccc1OC(F)F
  GSK3 alpha inh = 3.9
  KCNK3 inh = i
CCN(CC)S(=O)(=O)c1ccc(/C=C/C(=O)OCC(=O)Nc2cccnc2Cl)cc1
  GSK3 alpha inh = -7.6
  KCNK3 inh = i

Continuation.
GSK3 alpha inh,KCNK3 inh,Structure
0.9,i,Cc1cc(C)cc(OCC(=O)OCc2cc([N+](=O)[O-])cc3c2OCOC3)c1
-1.0,i,Cc1cccn2c(=O)c3cc(C(=O)N4CCCCC4C)sc3nc12 (stereo not given)
-3.4,i,CCc1ccc([C@@H]2CC=C(C(=O)O)[C@H](c3ccc(Cl)cc3)N2S(=O)(=O)c2ccc(C)cc2)cc1
-2.4,i,CC1CC(C)CN(C(=O)COC(=O)c2ccc3c(c2)OCCO3)C1 (stereo not given)
-1.3,i,O=C(CCCN1C(=O)/C(=C/c2ccccc2OC(F)F)SC1=S)Nc1cccnc1
-2.9,i,CN(CC1COc2ccccc2O1)C(=O)c1cccc(S(=O)(=O)N2CCCC2)c1 (stereo not given)
2.1,i,O=C(Nc1cc(S(=O)(=O)Nc2ccccc2Cl)ccc1O)c1ccc(F)cc1F
-20.8,i,Cc1ccc(S(=O)(=O)N2CCN(C(=O)COC(=O)CCCOc3ccccc3)CC2)c(C)c1
-1.7,i,CC1CCCCC1NC(=O)c1cc(S(=O)(=O)N2CCCCC2)ccc1N1CCOCC1 (stereo not given)
-0.8,i,COc1ccc(OC)c(C=NNC(=O)c2ccccc2NS(=O)(=O)c2cccs2)c1
-0.7,i,CN(C(=O)Cn1nnc(-c2ccc(F)cc2)n1)C1CCS(=O)(=O)C1 (stereo not given)
-2.8,i,COc1ccc(S(=O)(=O)N2CCCCC2)cc1NC(=O)c1cnc(C)cn1
4.7,i,O=C(COC(=O)/C=C/c1ccccc1)NCCc1ccc(F)cc1
6.0,i,COc1ccc(NC(C)=O)cc1S(=O)(=O)NC(C)c1ccc(-n2ccnc2)cc1 (stereo not given)
-1.6,i,c1nc(C2CCCCC2)cc2cc3c(cc12)OCO3
-1.0,i,C[C@H](CO)N1C[C@H](C)[C@@H](CN(C)C)Oc2c(NS(=O)(=O)c3cccs3)cccc2C1=O
-1.1,i,O=S(=O)(c1ccc(SCc2ccccc2)nc1)N1CCCCCC1
9.5,i,CCOc1ncccc1C(=O)Nc1cc(S(=O)(=O)N2CCCCC2)ccc1C
2.2,i,CCc1cccc(C)c1NC(=O)CCN1C(=O)NC(C)(C)C1=O
-0.3,i,Cc1ccccc1NC(=O)COC(=O)CCc1c[nH]c2ccccc12
-2.1,i,O=C(COc1cc(F)ccc1[N+](=O)[O-])NCCN1C(=O)CSC1=O
0.2,i,CCc1ccccc1OCC(=O)Nc1ccc(C)c(S(=O)(=O)N2CCCCCC2)c1
-0.1,i,O=C(CSc1nc2cc(Cl)ccc2o1)NC1CC1
-1.9,i,COc1ccccc1C(=O)Nc1ccc(OCC(=O)N2CCCCC2)cc1
-0.2,i,COc1ccc(-c2cc(C(=O)OCC(=O)N3CCOCC3)c3ccccc3n2)cc1
1.2,i,COc1ccc(NC(=O)CSc2nc3ccccc3c(=O)n2CCCO)cn1
-1.4,i,COc1ccc(N(C)S(=O)(=O)c2cccc(C(=O)NCc3ccc(C)cc3)c2)cc1
0.1,i,COCCNC(=S)Nc1ccc(N2CCOCC2)c(S(=O)(=O)Nc2ccccc2OC)c1
-2.4,i,O=C(C1COc2ccccc2O1)N1CCN(c2ccc([N+](=O)[O-])cc2)CC1 (stereo not given)
-0.3,i,CSCCC(NS(=O)(=O)c1ccc(C)cc1C)C(=O)Nc1cccnc1 (stereo not given)
-0.4,i,CCOC(=O)C1=C(CC)Nc2ccccc2N=C1NC(=O)c1cc(C)on1
0.9,i,CN(C)C(=O)c1ccc(NC(=O)c2ccccc2SCC(=O)N2CCCC2)cc1
0.0,i,COc1cccc(OC)c1C(=O)OCC(=O)NCc1ccco1
-0.9,i,CC1(C)CC2CC(C)(CN2S(=O)(=O)c2cccc(C(N)=O)c2)C1 (stereo not given)
0.4,i,CC(C)N(C(=O)[C@H]1CC(CC(=O)NCc2ccco2)C(=O)N2CCc3c([nH]c4ccccc34)[C@]12C)C(C)C (stereo not given in full)
1.3,i,C[C@H](NC(=O)c1ccco1)C(=O)OCC(=O)N1CC(=O)Nc2ccccc21
-2.1,i,Cc1cccc2cccnc12
-3.3,i,Cc1cc(OCC(=O)OCC(=O)NC2CCCCCC2)ccc1Cl
2.8,i,COc1ccccc1CNC(=O)CN1C(=O)NC2(CCOc3ccccc32)C1=O (stereo not given)
0.8,i,Cc1ccc(NC(=O)C2CSC3(C)CCC(=O)N23)cc1S(=O)(=O)N1CCOCC1 (stereo not given)
-1.4,i,CCc1ccccc1NC(=O)CN1CCN(C(=O)CNC(=O)c2ccc(N3CCCC3=O)cc2)CC1
-0.3,i,CCCc1cc(=O)[nH]c(SCC(=O)N2CC3(C)CC2CC(C)(C)C3)n1 (stereo not given)
0.3,i,Cc1ccc(F)cc1NC(=O)c1ccc(OCC2CCCO2)cc1 (stereo not given)
-2.8,i,CC(C)N(C(=O)COC(=O)CCC(=O)c1cccs1)c1ccccc1
6.8,i,CCCCn1nc(C(=O)N(C)C2CCCCC2)c2ccccc2c1=O
-6.8,i,Cc1ccc(S(=O)(=O)N2[C@@H](c3ccc(F)cc3)C(C(=O)O)=C[C@H]2CC2CCCC2)cc1
4.5,i,CC(C(=O)N1CCc2ccccc21)N1CCN(S(=O)(=O)c2ccc(C(F)(F)F)cc2)CC1 (stereo not given)
1.0,i,Cc1csc(NC(=O)C2CC(=O)N(c3ccc4c(c3)OCCO4)C2)n1 (stereo not given)
-1.3,i,CCCCN1C(=O)c2ccc(C(=O)NC3(C)CCS(=O)(=O)C3)cc2C1=O (stereo not given)
0.1,i,CN(CC(=O)Nc1ccc(Cl)c(C(F)(F)F)c1)C(=O)CNC(=O)C1CCCCC1

(further entries)
GSK3 alpha inh,KCNK3 inh,Structure
1.2,i,CCCc1cc(=O)[nH]c(SCC(=O)Nc2ccc3ccccc3c2)n1
-1.4,i,O=C(COC(=O)c1ccc(C(F)(F)F)cc1)Nc1cccc(S(=O)(=O)NC2=NCCCCC2)c1
-0.9,i,Cc1c(C(=O)N2CCN(S(=O)(=O)c3ccccc3F)CC2)oc2c(Cl)cccc12
-0.1,i,C=CC[C@@H](CC(=O)NCCO)C(=O)N[C@H](COC(=O)[C@@H](CC=C)Cc1ccc(F)cc1)Cc1c[nH]c2ccccc12
0.4,i,O=C(CN1C(=O)NC2(CCCC2)C1=O)NCc1ccccc1
0.6,i,COc1ccc(Cl)cc1C(=O)NNC(=O)c1cc2ccccc2o1
3.4,i,O=C(Nc1ccc(C(F)(F)F)cc1)c1ccccc1-n1cnnn1
-0.8,i,CSc1ncccc1C(=O)OCC(=O)N1CC(=O)Nc2ccccc21
-2.1,i,O=C(C1Cc2ccccc2CN1S(=O)(=O)c1ccccc1[N+](=O)[O-])N1CCOCC1 (stereo not given)
1.8,i,C=CCNc1nc(C(=O)OCC(=O)Nc2ccccc2C(F)(F)F)cs1
1.8,i,COc1ccc(C(CNC(=O)COc2cccc(C(F)(F)F)c2)N2CCCC2)cc1 (stereo not given)
-2.9,i,Cc1ccc(-c2nnc(SCC(=O)NC3CCCC3)n2N)cc1
0.6,i,Cc1cc(C(=O)OCC(=O)Nc2ccccc2C(F)(F)F)on1
-4.8,i,CCn1c(SC(C)C(=O)NCC2CCCO2)nc2ccccc21 (stereo not given)

Not all compounds are listed; the hit share may differ from the screen's.
